SR-BI DiI-HDL act – enhances SR-BI lipid uptake from DiI-HDL; CHO ldlA[mSR-BI] cells, DiI-HDL uptake fluorescence, 3 h; 100 = double the neutral-control signal; activation, % at 12.5 µM; 320,000 compounds, 0.096% hits;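 active = mean replicate activation of at least 60% and every replicate at or above 60%; inconclusive = mean or all-replicate condition met, but not both; inactive = mean below 60% and not all replicates reaching 60%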;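 also: 0% = median plate neutral-control signal and 100% = twice that signal; values of inactives mirror those of a sister screen read the other way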
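System: LDL receptor-deficient CHO ldlA cells overexpressing murine SR-BI | Timing: 3 h uptake period with compound, 37 °C | Medium: HEPES-buffered (25 mM, pH 7.4) F12 plus 0.5% BSA | Dosing: Single-point compound dose | Signal: Bottom-read fluorescence, 550/595 nm | Read-out: Retained DiI signal reflecting DiI-HDL uptake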
SR-BI DiI inh – blocks mouse SR-BI lipid uptake from DiI-HDL. AID 488896. Q61009. ldlA[mSR-BI] CHO cells, DiI-HDL uptake fluorescence, 3 h. inhibition, % at 12.5 µM. 320,000 compounds, 0.96% hits;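 active = mean replicate inhibition of at least 70% and a set share of replicates each scoring 70 or more; inconclusive = meets just one of the two criteria; inactive = fails both criteria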;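 also: 0% = median of neutral control wells and 100% = median of positive control wells; values of inactives mirror those of a sister screen read the other way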
MITF TRPM1 HTS – increases MITF-driven TRPM1 promoter luciferase signal. 300,000 compounds, 0.75% hits. activation, % at 12.5 µM. SK-MEL-5 TRPM1-promoter luciferase, 24 h; % of positive control, neutral wells = 0;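 active = mean activation of at least 80% with every replicate also reaching 80%; inconclusive = mean reaches 80% but some replicate falls short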;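 also: 0% = neutral control wells and 100% = parthenolide positive control wells; values of inactives mirror those of a sister screen read the other way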
dFosB act – enhances mouse delta FosB homodimer DNA binding; P13346; purified delta FosB, TAMRA-CDK5 oligo fluorescence polarization; percent of positive-control signal above neutral wells; activation, % at 25 µM; 340,000 compounds, 0.99% hits; AID 493131;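 active = mean activation above about 17%, with every replicate also reaching it, limit read from the data, passing the limit was not always enough; inconclusive = only one of the two conditions met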;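 also: fluorescence polarization rise as delta FosB binds a TAMRA Cdk5 AP-1 oligo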
Target sequence (P13346 whole entry, looked up): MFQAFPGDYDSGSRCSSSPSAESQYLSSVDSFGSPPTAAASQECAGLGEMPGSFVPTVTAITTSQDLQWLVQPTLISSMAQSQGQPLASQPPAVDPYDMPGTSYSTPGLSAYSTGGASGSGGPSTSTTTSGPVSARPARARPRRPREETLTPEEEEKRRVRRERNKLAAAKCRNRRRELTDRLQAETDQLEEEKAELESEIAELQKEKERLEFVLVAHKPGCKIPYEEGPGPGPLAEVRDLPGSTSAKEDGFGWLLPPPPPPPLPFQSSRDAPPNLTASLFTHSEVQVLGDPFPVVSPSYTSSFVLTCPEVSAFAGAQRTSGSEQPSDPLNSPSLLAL
PKA-R1A activ – PKA-R1A complex activation. 340,000 compounds, 0.083% hits. activation, % at 11.4 µM. AID 504707. PKA-R1A dissociation, Cy5-IP20 fluorescence polarization; scaled: DMSO 0%, 113 µM cGMP 100%;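 active = percent activation above the mean of all tested compounds plus 3 SD, cut at about 19% in these data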;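 also: higher means more PKAc released from R1A so a rise in polarization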
Arr AP2 block – inhibitors of human beta-arrestin and AP2 interaction; FITC-arrestin peptide / GST-AP2 beads, flow cytometry; AP2 beta2 appendage carries R879A mutation; inhibition, % at 10 µM; 340,000 compounds, 0.31% hits;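 active = inhibition above a set limit, near 3 SD of compounds lacking own fluorescence, cut at about 54% in these data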;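 also: plate controls were DMSO wells for no effect and 5 µM unlabelled arrestin peptide for full effect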
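System: GST-AP2 R879A glutathione beads | Also added: FITC-arrestin peptide, 50 nM | Times: 12 min plus 1 h, RT | Signal: Bead flow cytometry, FITC channel | Buffer or medium: PBS with 0.05% Tween 20 and 0.1% BSA | Read-out basis: Percent drop in bead-associated FITC signal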
CDK5 p35 inh – blocks human CDK5/p35 kinase activity; Recombinant CDK5/p35, ADP-Glo luminescence, 60 min; 330,000 compounds, 0.01% hits; inhibition, % at 10 µM;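 active = highest replicate inhibition of at least 50% and at least 75% of replicates reaching 50%; inconclusive = only one of the two criteria met; inactive = both criteria failed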;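 also: plate controls were DMSO neutral control for no effect and GW8510 at 10 µM for full effect; many of its hits are not listed in these tables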
Target sequence (Q00535 whole entry, looked up): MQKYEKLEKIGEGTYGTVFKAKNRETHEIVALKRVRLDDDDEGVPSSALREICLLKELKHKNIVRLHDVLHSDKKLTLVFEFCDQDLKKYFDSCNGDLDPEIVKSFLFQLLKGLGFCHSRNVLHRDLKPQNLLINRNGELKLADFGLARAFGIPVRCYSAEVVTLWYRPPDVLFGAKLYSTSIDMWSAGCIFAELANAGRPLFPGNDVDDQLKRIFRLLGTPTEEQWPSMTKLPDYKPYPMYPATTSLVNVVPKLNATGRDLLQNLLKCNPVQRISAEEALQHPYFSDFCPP
Target sequence (Q15078 whole entry, looked up): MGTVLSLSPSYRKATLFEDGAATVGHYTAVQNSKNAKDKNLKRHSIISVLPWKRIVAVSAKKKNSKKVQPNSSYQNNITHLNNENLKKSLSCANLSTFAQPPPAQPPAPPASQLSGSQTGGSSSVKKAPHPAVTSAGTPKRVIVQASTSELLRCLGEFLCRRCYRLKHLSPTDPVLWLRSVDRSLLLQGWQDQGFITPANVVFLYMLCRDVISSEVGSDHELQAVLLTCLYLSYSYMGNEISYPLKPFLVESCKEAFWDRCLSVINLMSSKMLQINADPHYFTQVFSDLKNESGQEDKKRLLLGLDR
Pemphigus Ab inh – inhibitors of pemphigus antibody binding to human desmoglein-3; P32926; DSG3-coupled beads, scFv-anti-DSG3-GFP binding, flow cytometry; stronger effect = lower value; binding (percent of control), % at 10 µM; 310,000 compounds, 0.48% hits; AID 588358;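 active = binding more than 3 SD below its plate's average and above zero; inconclusive = below that plate limit but binding exactly zero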; also: some compounds called inactive have numbers as strong as hits
SUMO Mot1 rescue – SUMOylation pathway inhibition by Mot1-301 growth rescue | S. cerevisiae Mot1-301 growth rescue, ATP luminescence, 38.5C; percent above DMSO median, 100 means doubled | 320,000 compounds, 1% hits | growth rescue, % at 18.8 µM;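 active = every valid replicate shows activation above 250% relative to neutral control wells; inactive = the rest, any valid replicate at or below 250%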;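 also: OY570 slx delta 5 strain wells were the positive control but not used for scaling; some compounds called inactive have numbers as strong as hits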
NSD2 HMT inh – NSD2 (human) methyltransferase inhibition; O96028; NSD2 peptide methylation, AlphaScreen, 120 min; inhibition, % at 12.5 µM; 310,000 compounds, 0.54% hits; AID 743445; in the data active = inhibition above about 50%
PKA-R2B activ – activates the human PKA-R2B holoenzyme complex; PKA-R2B holoenzyme dissociation, Cy5-IP20 fluorescence polarization; R2B truncated from residue 108, S112A mutant; 0% DMSO only, 100% 113 µM cGMP; activation, % at 11.4 µM; 340,000 compounds, 0.079% hits;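 active = activation above a cutoff set at the mean over all compounds plus 3 SD, cut at about 18% in these data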;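 also: higher means more holoenzyme dissociation and a rise in polarization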
An asterisk follows results filed as active; ? = inconclusive; nt = no result given.

SMILES	SR-BI DiI-HDL act	SR-BI DiI inh	MITF TRPM1 HTS	dFosB act	PKA-R1A activ	Arr AP2 block	CDK5 p35 inh	Pemphigus Ab inh	SUMO Mot1 rescue	NSD2 HMT inh	PKA-R2B activ
CN(c1ccccc1C(=O)Nc1cccc(Br)c1)S(=O)(=O)c1ccccc1	-62	62	nt	-4	5	28	1.9	97	7	-1	-3
Cc1cc(C)c(C#N)c(Sc2ccc(N)cc2)n1	-18	18	-2	-6	-5	-5	0.5	98	447	-1	2
COc1ccc(S(=O)(=O)Nc2nc(C(F)(F)F)cs2)cc1	5	-5	-3	3	-13	-13	0.2	94	-3	1	-7
O=C(NCc1ccc(Cl)cc1)c1nccnc1CO	-2	2	-4	-4	5	-8	0.0	97	7	-2	8
O=C(O)c1ccc(CNC(=O)c2ccc3c(c2)C(=O)N(Cc2cccnc2)C3=O)cc1	18	-18	-10	-4	-13	11	-3.6	96	1	22	-6
Cc1ccc(Nc2c3c(nc4ncnn24)CCC3)cc1	19	-19	-16	-14	-6	-7	-0.2	129	4	1	4
CC(C)(C)OC(=O)C[C@@H]1C/C=C\C[C@@H](CC(=O)N[C@H](CO)Cc2ccccc2)C(=O)N2CCC[C@@H]2COC1=O	2	-2	1	-3	1	nt	-1.0	104	-19	nt	1
COc1ccc(CN(C)S(=O)(=O)c2c(C)noc2C)cc1OC	-4	4	nt	2	8	32	0.9	109	727	-3	-2
COc1n[nH]c2nncnc12	7	-7	-15	3	-4	-2	0.2	107	-9	0	1
Cc1ccc(-c2ccc(/C=C3/NC(=O)NC3=O)o2)cc1[N+](=O)[O-]	-29	29	12	-18	8	8	0.4	70	nt	2	10
O=C(Nc1cccc(Cl)c1)Nc1cccc(C(=O)O)c1	7	-7	nt	0	nt	0	0.9	90	0	-2	nt
NC(=O)Nc1n[nH]c(-c2ccccc2)n1	11	-11	17	-4	2	-1	4.8	94	3	2	4
N#C/C(=C/c1ccc(N2CCOCC2)o1)C(=O)NC1CCCCC1	-25	25	37	-10	1	28	7.6	110	-5	2	-10
CCN(CC)CCN(CC(=O)N(C1CCCCC1)C1CCCCC1)C(=O)c1cccnc1	17	-17	2	-7	-7	-7	-2.5	101	12	0	-8
CSCC[C@H](NC(=O)c1cccs1)c1nnc2ccccn12	6	-6	0	-1	1	-14	-0.2	102	-13	1	-2
CCOc1cc(/C=C(/C#N)c2ccc(Cl)cc2)cc(Cl)c1OCC(=O)O	16	-16	-96	-24	-4	15	0.7	95	nt	0	-5
Cn1c(=O)c2c(nc(CN3CCN(C(c4ccccc4)c4ccccc4)CC3)n2CCCO)n(C)c1=O	25	-25	5	-5	0	7	1.0	92	-24	1	-4
COc1ccc(CCNC(=O)c2ccc(CN3CCC(Cc4ccccc4)CC3)cc2)cc1OC	-42	42	6	-13	1	10	0.5	103	10	1	7
CC(C)NS(=O)(=O)c1ccc(NC(=O)Cc2cccs2)cc1	38	-38	3	2	-8	21	-0.3	107	-6	-1	-9
O=C(CSc1nnc(-c2ccncc2)o1)Nc1nncs1	nt	nt	-1	2	-3	2	-0.2	128	215	3	-8
CCn1nc(C)c(CN2CCCC(CNS(=O)(=O)c3ccc(OC)cc3)C2)c1C (configuration not stated)	2	-2	2	-3	3	2	-2.2	113	-22	-2	-4
COCCCNC(=O)Cn1ccc(N)nc1=O	10	-10	0	3	1	-4	-6.7	109	-8	nt	-13
CC(=O)c1ccc(N2CCN(S(=O)(=O)c3c(C)[nH]c(C)c3C(=O)N3CCCC3)CC2)cc1	24	-24	16	-3	-8	-8	-0.9	106	21	1	6
CC1(C)CC(NC(=O)C2CCN(S(=O)(=O)c3ccccc3C(F)(F)F)CC2)CC(C)(C)N1	11	-11	-5	-4	1	-4	-1.9	110	-1	0	0
[NH-]c1ncnc2c1N=C[N+]2=CC=CCO	-11	11	4	3	-8	4	2.6	95	0	0	-11
Cc1ccc(-n2nc3c(=O)n(CC(=O)NCCC4=CCCCC4)nc(C)c3c2C)cc1	0	0	-33	-10	0	0	-2.8	-15	-10	0	1
COc1cc(C2C(C#N)=C(N)N(c3sc4c(c3C#N)CCCC4)C3=C2C(=O)CC(C)(C)C3)cc(OC)c1OC (configuration not stated)	13	-13	-26	8	3	0	nt	nt	-22	nt	6
O=C(Nc1ccc2c(c1)OCO2)c1ccccc1	8	-8	58	-5	6	-6	4.4	105	82	-1	6
O=C(Nc1nc2ccccc2s1)Nc1ccc(F)cc1F	-7	7	nt	7	-9	1	-0.8	98	5	-2	-5
COc1cc(-c2c(NC(=O)c3ccco3)oc3c(C)cccc3c2=O)cc(OC)c1OC	9	-9	-5	-3	-4	4	-0.8	105	-7	3	-5
Oc1ccc(-c2n[nH]c(=S)n2Cc2ccccc2)cc1	-6	6	11	5	5	-5	2.6	112	4	-1	-2
COc1cccc(C(=O)NCCn2ccc3ccccc32)c1	-1	1	nt	-3	1	7	3.5	108	132	nt	-5
Clc1ccc(SCCCCn2ccnc2)cc1	19	-19	1	-6	5	5	1.9	109	239	4	4
CCSc1nnc(NC(=O)CSc2nc3c(c(=O)n2CCOC)SC(C)C3)s1 (configuration not stated)	28	-28	-10	-5	-10	1	0.2	96	-11	nt	-4
COc1cccc(C(C(=O)NC2CCCC2)N(C(=O)CNC(=O)c2ccco2)c2cccnc2)c1 (configuration not stated)	-1	1	-7	-1	-5	14	-0.7	97	47	-2	-8
COc1ccccc1N1CCN(C(CNS(=O)(=O)c2ccc(C)cc2)c2cccnc2)CC1 (configuration not stated)	5	-5	-5	4	-7	2	-0.5	103	7	nt	0
O=C(NCCCc1ccccc1)c1cccc(NC(=O)C2CC2)c1	-40	40	13	6	1	4	0.1	97	nt	nt	1
COc1ccc(N2CCN(C(=O)COC(=O)CCS(=O)(=O)c3ccc(C)cc3)CC2)cc1	9	-9	10	-10	-5	41	-0.9	104	-1	-3	-12
CCOc1ccccc1NC(=O)NCc1ccccc1F	-23	23	8	-3	8	-2	-0.8	106	-12	-4	1
O=C(Nc1cccc(F)c1)/C(=C\c1cccnc1)NC(=O)c1cccs1	0	0	nt	-9	0	9	2.5	nt	-5	-7	3
COC(=O)N/N=C(C)/C=C/c1ccccc1	20	-20	14	-3	-9	9	1.4	nt	-13	-4	6
O=[N+]([O-])c1cc(CN2CCN(c3cccc(C(F)(F)F)c3)CC2)c2cccnc2c1O	-71	?	-36	-5	nt	2	-0.3	95	54	20	nt
COC(=O)c1[nH]c2ccc(Br)cc2c1NC(=O)CN1CCN(C2CCCCC2)CC1	-21	21	-87	3	-5	14	1.2	100	96	4	5
O=C(Nc1ccccc1)/C(=C/c1ccccc1)NC(=O)c1ccco1	-19	19	1	2	6	26	-0.6	93	-8	3	7
O=C(CSc1oc(-c2cccs2)nc1S(=O)(=O)c1ccccc1)NC1CCCCC1	22	-22	-3	7	-6	10	-1.4	nt	-11	1	-15
O=C(O)c1ccc(-c2noc(-c3ccccc3Cl)n2)cc1	40	-40	13	-6	11	6	3.2	101	-5	nt	-3
O/N=C1\CC2(Cc3nonc31)OCCO2	13	-13	nt	-4	-18	-7	0.3	nt	-1	2	-18
CNS(=O)(=O)c1cccc(C(=O)OCC(=O)Nc2nc(OC)cc(OC)n2)c1	18	-18	10	-4	-4	16	0.0	nt	-27	-1	-12
O=C(Nc1ccccc1)OC1CCC2CC1CCC2OC(=O)Nc1ccccc1 (configuration not stated)	-46	46	3	-6	-20	16	0.2	107	-16	0	-6
CCOc1ccc(C(C(=O)NC2CCCCC2)N(C(=O)c2csnn2)C2CC2)cc1 (configuration not stated)	17	-17	-13	-8	0	1	8.7	112	-27	4	-7

(more compounds)
SMILES	SR-BI DiI-HDL act	SR-BI DiI inh	MITF TRPM1 HTS	dFosB act	PKA-R1A activ	Arr AP2 block	CDK5 p35 inh	Pemphigus Ab inh	SUMO Mot1 rescue	NSD2 HMT inh	PKA-R2B activ
Cc1cc(C)c(S(=O)(=O)N2CCCOC2CNC(=O)C(=O)NCc2cccnc2)c(C)c1 (configuration not stated)	-4	4	-6	0	-2	0	2.5	105	-7	0	-13
CCOC(=O)[C@@H]1[C@H]2COc3ccc(Br)cc3[C@H]2N2C(=O)N(c3ccc(F)cc3)C(=O)[C@]12C	-6	6	nt	2	7	12	1.2	102	-17	nt	-6
COc1ccc(C(=O)Nc2nnc(SCC(=O)NC3CCCC3)s2)c(OC)c1	7	-7	-12	-6	-4	-1	0.2	104	5	1	-4
COc1cc(CN2CC(=O)N(c3ccc(C)c(Cl)c3)C2=S)cc(OC)c1OC	-8	8	5	-6	12	25	0.6	122	74	-1	4
O=C(C1CCCCC1)N1CCN(c2ccnc3cc(Cl)ccc23)CC1	-12	12	-14	-5	5	-1	-1.0	107	7	-2	-8
Cc1cc2nc(C)n(CCCNC(=O)Nc3ccc(C#N)cc3)c2cc1C	nt	nt	-2	-2	-8	0	0.7	98	6	1	0
CSCCC(=O)N1CCC(n2nccc2NC(=O)CCCc2ccccc2)CC1	-10	10	11	-11	-7	2	0.4	103	3	nt	-7
NS(=O)(=O)c1ccc(CCN=C(NS(=O)(=O)c2cccs2)c2ccccc2)cc1	-7	7	2	-2	-6	-4	0.0	95	7	-1	-12
Cn1c(=O)c2c(nc(CN3CCc4ccccc4C3)n2Cc2ccccc2)n(C)c1=O	-1	1	-10	-4	-7	-2	2.4	110	-15	2	-8
CSc1ncnc2c1cnn2-c1ccc(C)cc1C	12	-12	16	-2	-6	8	0.3	114	128	-2	4
CCOc1ccccc1NC(=S)NC(=O)c1ccco1	-21	21	-10	5	6	11	1.3	104	nt	3	-11
C=CCNc1oc(-c2cccc(F)c2)nc1C#N	-37	37	5	-6	-18	8	0.4	111	nt	nt	-5
CC1CC(C)CN(C(=O)C(NS(=O)(=O)c2ccc(Br)s2)c2ccccc2)C1 (configuration not stated)	2	-2	-15	2	-10	11	-0.3	99	29	-1	-11
C/C(=N\NC(=O)c1ccc(Cl)c(Cl)c1)c1ccc(Br)s1	-15	15	-4	6	-10	2	-0.1	91	-4	-3	-4
